Source: PubChem (National Center for Advancing Translational Sciences (NCATS))
Pf Dd2 growth = inhibitors of Plasmodium falciparum Dd2 growth; P. falciparum Dd2 growth, SYBR Green, 72 h; Potency, µM (highest dose often 28.9 µM), for the others: at the top dose activity, negative = inhibition, actives largely listed as inhibitors; 4.3% of 120,000 active; active = well fitted inhibition curve with a large enough effect; inconclusive = small, poorly fitted or top-dose-only effect; inactive = no such curve, though single readings can be large or run the other way;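 note: plate controls were DMSO vehicle for no effect and reference drug for full effect; nearly all actives have a fitted effect of over 65% in size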
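Infected erythrocytes (Dd2, 0.3% parasitemia, 2.5% hematocrit final) are added to compound in RPMI-1640/Albumax II medium, grown 72 h at 37C in low oxygen, then lysed with saponin/Triton-X containing SYBR Green and read by fluorescence.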
Active calls of the source: *; i = inactive; u = inconclusive; [ ] = dose if it differs, or a comment. Potency is the fitted concentration of half-maximal effect. The list is partial, so the mix of outcomes need not match the whole.

SMILES	Pf Dd2 growth
CC(C)c1ccc(C2c3c(-c4ccccc4O)n[nH]c3C(=O)N2Cc2ccncc2)cc1 (stereo not drawn)	12.6µM*
CCOC(=O)c1ccc(NC(=O)CC2Sc3ccc(C(F)(F)F)cc3NC2=O)cc1 (stereo not drawn)	39.8%[activator][0.594 µM]
CN(C)c1ccc(CN2CC(Oc3ccc4c(c3)OCO4)C2)cc1	1.0%
O=C(O)CCC(=O)N1Cc2ccccc2CC2(CCCN2CC2CCCCC2)C1 (stereo not drawn)	-0.4%
C[C@]1(CO)[C@H]2Cc3sc(NC(=O)c4cccc(F)c4)nc3[C@@H](CC(=O)N3CCCCC3)[C@]2(C)CC[C@H]1O	u
COCCn1c(=O)c2c(n1Cc1ccccc1)CN(C(=O)CCc1ccccn1)CC2	u
CCOc1ccc(CNC(=O)C2CCN(C(=O)N3CC(CC)Oc4ccc(C)cc43)CC2)cc1OC (stereo not drawn)	u
CNc1cc(C2CC(Nc3nc(N)nc(C)c3Cl)C2)nc(COC)n1 (stereo not drawn)	u
COC(=O)c1cc2occc2n1CC(=O)Nc1ccc(C)cc1Cl	13.1%
Clc1cccc(-n2cc(-c3ccccc3)c3c(N4CCCCC4)ncnc32)c1	20.1%
COCC(=O)N1CCC(Oc2nccnc2N(C)C)C1 (stereo not drawn)	-0.8%
CN(C)c1ncnc2sc3c(c12)CCN(S(=O)(=O)c1ccccc1)C3	u
COc1cccc(CCC2CCCN(C3CCN(Cc4cccnc4)CC3)C2)c1 (stereo not drawn)	8.91µM*
O=C(NC1CCN(c2cc(-c3ccccc3)[nH]n2)CC1)c1cccs1	i
CCCc1cc(N2CCC(N[C@@H]3CCNC3)CC2)nc(C)n1	-10.6%
Cc1cc(-c2cc3c(cn2)CN(Cc2ccc(F)c(F)c2)CCN3)ccn1	-27.0%[44.1 µM]
CC(=O)N1Cc2ccccc2CC2(CCN(Cc3ccc(O)cc3)CC2)C1	-15.7%
CC[C@H]1CN2CC[C@H]1C[C@@H]2CNC(=O)CC(C)(C)CC(=O)O	5.4%[44.1 µM]
COc1cccc(-c2cccc(CN3CCCC(C)(NC(C)=O)C3)c2)c1 (stereo not drawn)	i
CCOC(=O)C(CC)n1nc(C)c2c(C)n(-c3ccc(C)cc3)nc2c1=O (stereo not drawn)	-10.9%
CC1=C[C@@H](CNC(=O)COc2ccccc2)[C@H](C(C)C)C[C@H]1Cc1nnc(-c2cncn2C)o1	u
CC(C)(C)C(=O)N1CCC2(CC1)Cc1ccccc1NC2=O	-8.0%[44.1 µM]
Cc1cccc(NC(=O)N2CCCC(Cn3cnc4cccnc43)C2)c1C (stereo not drawn)	i
CNC(=O)[C@@H](CC(C)C)N1CCC[C@H]1C(=O)N1CCCC1	12.3%[44.1 µM]
Cc1c(Cl)cccc1NC(=O)Cn1cccc1-c1nc(-c2ccc(F)cc2)no1	87.3%[activator]
Cc1ccccc1CNC(=O)Cn1ccc2cc(S(=O)(=O)N3CCCCC3)ccc21	i
O=[S+]1([O-])NCC2(CCN(Cc3ccccn3)CC2)Oc2ncccc21	i
NC(=O)CO[C@@H]1CO[C@H]2[C@@H]1OC[C@@H]2NS(=O)(=O)c1ccc(Cl)cc1	14.1%[44.1 µM]
CN1C(=O)c2cccn2CC1CNC(=O)c1[nH]nc2c1COc1ccccc1-2 (stereo not drawn)	8.91µM*
CCOc1ccccc1CNC(=O)C1CCN(S(=O)(=O)c2ccc3[nH]c(=O)ccc3c2)CC1	-3.8%
O=C(OCc1ccccc1)N1CCOCC12CCN(Cc1nccs1)CC2	i
O=C(c1cn[nH]c1-n1cnnn1)N1C[C@H](CO)C[C@H](CN2CCCC2)C1	4.4%
C=Cc1ccc(Cn2c(C)c(CNCCc3cc(OC)ccc3OC)c(C(=O)O)c2C)cc1	-4.1%
CCOc1ccc(NC(=O)c2cc(-c3ccc[nH]3)n[nH]2)cc1	-6.3%
CCn1c(C)ccc(C(=O)N2CCc3[nH]nc(-c4ccccc4F)c3C2)c1=O	-19.8%
Cn1nc(C(=O)N2CCN(C(=O)N3CC4CC(C3)[C@H]3CCCC(=O)N3C4)CC2)c2ccccc21 (stereo partly drawn)	-21.3%
COc1ccc(OC)c(S(=O)(=O)N2C[C@@H](F)C[C@H]2C(=O)N2CCc3ccccc3C2)c1	-16.5%
CCn1c(SCc2ccccc2)nnc1-c1nonc1NC(C)=O	-4.0%
Cc1ccc(S(=O)(=O)Nc2nc3n(n2)C(c2ccccc2Cl)C=C(c2ccccc2)N3)cc1 (stereo not drawn)	-1.8%
CCOc1ccccc1NC(=O)C(C)Sc1nc(-c2ccccc2)c(C#N)c(=O)[nH]1 (stereo not drawn)	u
CCN(CC1CCCO1)C(=O)c1ccccc1OC1CCN(C(=O)c2cccnc2)CC1 (stereo not drawn)	-21.9%
COc1ccc(OCc2cc(C(=O)N(C)CCCO)n[nH]2)c(Cl)c1	-16.9%
NC(=O)[C@@H](Cc1ccccc1)NC(=O)C1=C[C@@H](NS(=O)(=O)c2cccc(C(F)(F)F)c2)[C@@H](O)[C@H](O)C1	u
O=C(N[C@@H](Cn1cc(Cl)c(=O)[nH]c1=O)C(=O)O)c1cccc(F)c1	15.6%[44.1 µM]
CC1=C(C(=O)OC(C)C)C(c2ccc([N+](=O)[O-])cc2)N2C(CC(=O)N3CCOCC3)=CSC2=N1 (stereo not drawn)	i
Cc1cnc(CC2CCCN(C(=O)COc3ccccc3)C2)n1Cc1ccc(F)cc1 (stereo not drawn)	-23.1%
CCOc1ccc(CC(=O)N2CCC(Cc3nc(-c4ccc(OC)cc4)no3)CC2)cc1OCC	u
CCCCn1c(=N)c(C(=O)NC2CCCCC2)cc2c(=O)n3cccc(C)c3nc21	u
CCCCN(CC)CCCNC(=O)C1CCCN(c2ncnc3c2nc2n3CCCCC2)C1 (stereo not drawn)	u
COc1ccc(NC(=O)CN2C(=O)NC(c3ccccc3Cl)C3=C2COC3=O)c(OC)c1 (stereo not drawn)	u
COc1ccccc1CC(=O)N1CCCc2ncc(C(=O)Nc3ccccn3)cc21	u
COc1ccccc1N1CCC(N[C@H](c2cccs2)C2CC(O)C2)CC1 (stereo partly drawn)	u
CCCS(=O)(=O)Nc1cc(-c2cn3cccc(C)c3n2)ccc1C	i
CCN1CCN(CCCNC(=O)CN2CC3CC(C2)[C@H]2CCCC(=O)N2C3)CC1 (stereo partly drawn)	-22.2%
CCSc1nnc2c(n1)OC(c1ccc(OC)cc1OC)N(C(C)=O)c1ccccc1-2 (stereo not drawn)	-17.4%
CN1C(=O)CC[C@]2(C(=O)NCc3cccc(F)c3)CCCC[C@@H]12	-11.8%
CN(C)C(=O)c1ccc(N2CCC(NCCC3=CC[C@H]4C[C@@H]3C4(C)C)CC2)cc1	u
N#Cc1ccccc1CN1CCC(Cc2nncn2-c2ccccc2)CC1	-12.0%
COc1cccc(-c2cc3c(=O)n(CCNC(=O)Cc4cccc(F)c4)ccn3n2)c1	-27.2%
Cc1ccccc1NC(=O)Cn1c(=O)n(-c2ccc(CC(=O)NCC3CCCO3)cc2)c(=O)c2ccccc21 (stereo not drawn)	1.1%

New compounds follow
SMILES	Pf Dd2 growth
CC(C)NC(=O)N1CCN2C(=O)N(C(C)C)C(=O)[C@H]2C1	u
CC(=O)N1CCC(C(=O)N[C@H]2CCN3C(=O)N(c4ccc(Cl)cc4)C(=O)[C@@H]3C2)CC1	-8.3%[44.1 µM]
Cc1cccc(OCC(=O)NCc2nnc3c(-c4nc(C)no4)cccn23)c1	-2.8%
CCn1cc(S(=O)(=O)N2[C@H]3CC[C@@H]2c2cnc(-c4ccccc4)nc2C3)cn1	-23.6%
CNC(=O)CCn1ncc2cc(OCc3ccccc3-c3ccc(F)cc3)ccc21	u
COCC1CN(C(C)=O)CC12CCN(S(=O)(=O)c1cnc[nH]1)CC2 (stereo not drawn)	-8.6%
CCn1c(C)c(C)c2cc(C(=O)NCc3cccc(C)c3)ccc21	13.8%
COc1cc2c(cc1OC1CCCC1)NC(=O)C21CCN(c2nc(C)cc(C)n2)CC1	11.2µM*
CCc1ccccc1NC(=O)CCc1c(C)nn(-c2ccc(N3CCOCC3)nn2)c1C	2.6%
CC1(C)[C@H](Cc2cc(CC3CCCCC3)on2)C[C@@H]1NC(=O)c1ccccc1	u
CCc1ccccc1NC(=O)c1cc2c(Cl)nc3ccccc3c2s1	u
OC[C@@H]1CN(Cc2cccnc2)C[C@H]1c1ccccn1	21.6%
CN(CCc1noc(C2CC2)n1)C(=O)c1cc(-c2ccc(O)cc2)n[nH]1	-20.5%
CCNC(=O)CCc1c(C)nn(-c2ccc(F)cc2)c1Oc1ccccc1F	i
Cn1c(CN2C(=O)C3(CCOCC3)CC2c2nnnn2C(C)(C)C)nc2ccccc21 (stereo not drawn)	-1.8%
CC1(C)C[C@H](NC(=O)c2ccc(C#N)cc2)[C@@]2(CCC(=O)NCCc3c[nH]c4ccccc34)CC[C@](C)(O)C[C@@H]12	u
CN(Cc1ccc(F)cc1)Cc1ccccc1OCC(O)CN1CCCCC1 (stereo not drawn)	u
CN(C)C[C@@H]1CN(S(C)(=O)=O)C[C@H]1NC(=O)c1c(F)cccc1Cl	1.9%
CCOc1ccc(NC(=O)CCC(=O)N2CC(C)Oc3ccc(C)cc32)cc1 (stereo not drawn)	37.7%[activator]
Cc1ccccc1Nc1nnc(-c2ccc(C)c(S(=O)(=O)NCC3CCCO3)c2)c2ccccc12 (stereo not drawn)	5.62µM*
CCCNC(=O)N1CCCC(c2noc(COCC)n2)C1 (stereo not drawn)	33.5%[activator]
O=C(O)c1sc(Nc2ccccc2)nc1-c1ccccc1	24.8%
COc1ccc(-c2ccccc2)cc1N1C(=O)[C@@H]2C[C@H]1CN2C(=O)CNC(N)=O	-0.1%
CCOc1ccc(S(=O)(=O)N(CC(=O)NCCSCc2ccc(C)cc2)c2ccccc2)cc1	0.8%
COc1ccc(/C=C/C(=O)Nc2cc(-c3nc4ccccc4o3)ccc2OC)cc1	i
COc1ccc(-c2noc(CC3CCN(C(=O)Cc4ccc(C)cc4)CC3)n2)cc1	-16.0%
CCn1c2ccccc2c2cc(NC(=O)COc3ccc(C)c(C)c3)ccc21	64.8%[activator]
O=C(Nc1cc(F)ccc1F)c1ccc(CN2CC(=O)N3CCCCC3C2=O)cc1 (stereo not drawn)	17.3%
CCN(CC)Cc1cc(C(=O)N2Cc3[nH]cnc3CC2C(=O)O)c(C)o1 (stereo not drawn)	0.2%
O=C(NCc1ccc(Cl)cc1)C1CCN(c2ncnc3c2nc2n3CCCCC2)CC1	13.3%
Cc1ccc(Cl)cc1NC(=O)c1oc2c(c1C)-c1[nH]ncc1CC2	-7.0%
CCN1c2cc(C(=O)Nc3ccc(C(C)C)cc3)ccc2C(=O)N2CCCCC21 (stereo not drawn)	-4.4%
O=C(O)C[C@@H]1CCN(C(=O)Nc2ccc(C(F)(F)F)cc2)C[C@@H]1CCN1CCN(c2ccccn2)CC1	-15.4%
CC(C)c1noc(-c2cn(C3CCN(C(=O)COc4ccccc4)C3)nn2)n1 (stereo not drawn)	-11.6%
O=C1CN(C(=O)c2ccnc(-c3nnc4ccc(Nc5ccccc5)nn34)c2)CCN1	-9.3%[44.1 µM]
Cc1ccc(C)c(N2CCN(CCCNC(=O)Nc3ccc(Cl)cc3)CC2)c1	10µM*
Cc1ccc(OC(=O)N2CCC(COc3ccc4c(cnn4CCC(=O)O)c3)CC2)cc1	u
Cc1ccc(C)n1-c1nnc(N2CCCC(C(=O)NCc3cccc(Cl)c3)C2)s1 (stereo not drawn)	-3.8%
CC1(c2ccccc2)N(Cc2ccccc2F)C(=O)OC12CCN(c1cccnc1)CC2 (stereo not drawn)	u
Cc1cccc(-n2c(=O)c3c(c4cc(C)ccc4n3C)n(C)c2=O)c1	5.1%

2 of the compounds above, with bars between the fields.
SMILES | Pf Dd2 growth
O=C(Nc1cc(F)ccc1F)c1ccc(CN2CC(=O)N3CCCCC3C2=O)cc1 (stereo not drawn) | 17.3%
CCN(CC)Cc1cc(C(=O)N2Cc3[nH]cnc3CC2C(=O)O)c(C)o1 (stereo not drawn) | 0.2%

The list goes on.
SMILES	Pf Dd2 growth
NCc1ccccc1-c1cccs1	u
CC(C)CCO[C@H]1COCCN(Cc2ccccn2)C1	u
O=C(c1ccc2c(c1)N(Cc1ccc(Cl)cc1)C(=O)c1ccccc1S2=O)N1CCOCC1 (stereo not drawn)	1.4%
COc1ccccc1NC(=O)c1ncoc1-c1ccco1	32.6%[activator]
Cc1ccccc1C(=O)N1CCC2(CC1)OCC(C(=O)N1CCCC1)N2C(=O)c1ccc(F)cc1 (stereo not drawn)	u
COc1ccccc1C(=O)Nc1ccc(C(=O)OCc2cc(=O)n3nc(C)sc3n2)cc1	u
COc1ccc(-c2cc(N3CCC(NC(=O)c4ccc5cc[nH]c5c4)CC3)n[nH]2)cc1	-11.7%
COCc1nc(C2CCN(C(C)=O)C2)no1 (stereo not drawn)	-7.7%
Cc1ccc(N2CC(NC(=O)CCc3ccccc3)CC2=O)cc1C (stereo not drawn)	23.8%

Some values from the list.
COc1ccccc1NC(=O)c1ncoc1-c1ccco1 – Pf Dd2 growth = 32.6%[activator]
O=C(c1ccc2c(c1)N(Cc1ccc(Cl)cc1)C(=O)c1ccccc1S2=O)N1CCOCC1 (stereo not drawn) – Pf Dd2 growth = 1.4%

Some of these compounds in order of molecular weight, smallest number first.
SMILES	Pf Dd2 growth
CNC(=O)[C@@H](CC(C)C)N1CCC[C@H]1C(=O)N1CCCC1	12.3%[44.1 µM]
COc1ccc(OCc2cc(C(=O)N(C)CCCO)n[nH]2)c(Cl)c1	-16.9%
CCc1ccccc1NC(=O)c1cc2c(Cl)nc3ccccc3c2s1	u
CCSc1nnc2c(n1)OC(c1ccc(OC)cc1OC)N(C(C)=O)c1ccccc1-2 (stereo not drawn)	-17.4%
C[C@]1(CO)[C@H]2Cc3sc(NC(=O)c4cccc(F)c4)nc3[C@@H](CC(=O)N3CCCCC3)[C@]2(C)CC[C@H]1O	u
